mHtt clearance – mutant huntingtin protein clearance. HeLa Exon1htt(103Q)mCFP, aggregate imaging; zero = plate's median compound well. inhibition, % at 1.5 µM. hit rate 0.42% among 47,000. AID 853;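 active = inhibition of aggregate fluorescence above about 70%, also judged a hit by eye on the cell image, limit read from the data, passing the limit was not always enough; inconclusive = no rule stated for this call; inactive = not judged a hit on image review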;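 note: cells exposed to compound for three days before fixation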
mHtt clearance grain fraction – also measured in mHtt clearance; calls as there; fraction fluorescence in grains; measured here: aggregate grain fluorescence fraction; hits give low values;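 scaled fraction of total cell fluorescence in grains with unit not stated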
Active calls of the source: *; ? = inconclusive; nt = no result given. A portion of the library; the hit share may differ from the screen's.

Every second line gives: mHtt clearance	mHtt clearance grain fraction
CCOC(=O)c1sc2nc3c(cc2c1N)COC(C(C)C)C3 (stereo not drawn)
→ -7	41
Cc1nc(N2CCN(Cc3ccccc3)CC2)nc2c1C(=O)CC(c1ccco1)C2 (stereo not drawn)
→ 12	30
COc1ccc(CNC(=O)c2cccc(N(C)C)c2)cc1
→ -35	25
CCOc1ccc(N2C(=O)/C(=C/c3cc(OC)c(OC)c(OC)c3)N(CC(=O)OC)C2=S)cc1
→ 55	20
COc1cc(-c2nnc(SC/C=C/c3ccccc3)n2N)cc(OC)c1OC
→ 4	34
COc1c(F)c(F)c(-c2csc(N)n2)c(F)c1F
→ -42	27
O=C1c2ccccc2NC2(CCCCC2)N1c1ccc(O)cc1
→ -53	31
CC(C)CC(=O)Nc1ccc(F)c(Cl)c1
→ 26	27
O=C(O)CCS(=O)(=O)c1cccc2cccnc12
→ 8	18
Cc1cc2ccccc2nc1SCC(=O)N1CCCC1
→ 43	12
CCn1c(SCC(=O)Nc2nc(C)cs2)nnc1C(C)NC(=O)c1ccccc1 (stereo not drawn)
→ 30	26
O=C(N1CCOCC1)N1CCN(C(=O)N2CCOCC2)CC1
→ 42	11
COc1ccc(C2C(C(C)=O)=C(O)C(=O)N2CCc2c[nH]c3ccccc23)cc1OC (stereo not drawn)
→ 12	33
Cc1cc(C(=O)OCC(=O)N2CCN(c3ccccc3)CC2)c2ccccc2n1
→ 32	13
Cc1ccc(C2/C(=C(/O)c3ccc(Br)cc3)C(=O)C(=O)N2Cc2ccco2)o1 (stereo not drawn)
→ -36	28
CCC(=Nc1ccc(N)cc1)C1=C(O)C(C(=O)OC)C(C)(C)CC1=O (stereo not drawn)
→ -36	28
CCN(CC(=O)NCc1ccc(F)cc1)CC(O)COCc1cccc(OC)c1 (stereo not drawn)
→ -88	41
CCCCCN1CC(O)=C(c2nc(-c3ccc(Cl)cc3)cs2)C1=N
→ 9	36
CCOCCCNC(=O)c1c(-c2ccccc2)noc1C
→ 7	17
CCOC(=O)CCC(=O)Nc1ccccc1C(N)=O
→ 9	33
c1ccc(N2CCOCC2)c(Nc2nc3ccccc3n3cnnc23)c1
→ -141	117
CC(=O)OC1CC(C)N(C(=O)c2ccccc2)c2ccc(C)cc21 (stereo not drawn)
→ 42	22
CCOC(=O)C1=C(C)NC(=O)NC1C (stereo not drawn)
→ -23	22
COc1cc(CNn2c(C)n[nH]c2=S)cc(Cl)c1OCc1ccccc1
→ -54	52
CCOc1cc(/C=N/O)cc(Br)c1OCC
→ 29	14
CCOc1ccccc1OCC(=O)Nc1ccc(S(=O)(=O)Nc2ncccn2)cc1
→ -1	19
CC1(C)CC(=O)c2cnc(NC(=O)C3CCCC3)nc2C1
→ -3	38
COc1ccc(N2CC(C)Cn3c2nc2c3c(=O)n(Cc3ccc(F)cc3)c(=O)n2C)c(OC)c1 (stereo not drawn)
→ 20	29
CC(=O)Nc1ccc(NC(=O)c2ccco2)cc1
→ -4	18
CCOc1cccc(C(=O)Nc2nnc(-c3ccco3)s2)c1
→ 20	27
Cc1ccc(S(=O)(=O)NCCCNC(=O)N2CCOCC2)cc1
→ 6	17
CCOc1ccccc1N(CC(=O)Nc1cccnc1)S(C)(=O)=O
→ 27	17
NNC(=O)CN1C(c2ccc(Cl)cc2)=Nc2ccc(Br)cc2C1c1ccccc1 (stereo not drawn)
→ 11	30
CCC(=O)Nc1cccc(NC(=O)c2cccnc2)c1
→ -58	54
CCCCc1nc(NCC2CCCO2)c(C#N)c2c1COC(C)(C)C2 (stereo not drawn)
→ -28	24
CCOc1cc(-c2ccc(N)c(OCC)c2)ccc1N
→ 60	8.3
Cc1cc(NS(=O)(=O)c2ccc(NC(=O)Nc3ccccc3)cc2)no1
→ 2	38
COc1cc2c(cc1OC)-c1cc(N3CCCCCC3)nc(=O)n1CC2
→ -16	24
O=C(O)c1ccc(CSc2n[nH]c(-c3ccco3)n2)cc1
→ 22	15
Clc1ccc(CSc2nnc(-c3ccncc3)o2)c(Cl)c1
→ -24	44
COc1cccc(Nc2ncnc3ccccc23)c1
→ 10	18
Cc1cc(=O)[nH]c2c1c(C)nn2C1CCOC(C)(C)C1 (stereo not drawn)
→ -2	36
Cn1c(=O)n(CCN2CCOCC2)c(=O)c2c1nc1n2CCN1c1ccccc1
→ -53	28
O=C(NC1CCCC1)c1ccc(S(=O)(=O)N2CCCC2)cc1
→ -44	28
COc1ccc(Br)cc1C(=O)Nc1cc(C)cc(C)c1
→ -44	56
Cc1ccccc1/C=C1\CCCc2ccccc2C1=O
→ 13	18
Cc1nn(-c2ccccc2)c2sc(C(=O)OCc3nnc(-c4ccccc4)o3)cc12
→ 21	18
CCOC(=O)CN(C(=O)Cn1nnc2ccccc21)C(C(=O)NCCOC)c1ccccc1 (stereo not drawn)
→ -9	22
COCCn1nnnc1C(C(C)C)N1CCC(Cc2ccccc2)CC1 (stereo not drawn)
→ 9	33
CC(C)CCNC(=O)Cc1c(C(=O)O)[nH]c2ccc(Cl)cc12
→ -39	28

Other results follow.
Every second line gives: mHtt clearance	mHtt clearance grain fraction
OC12CCCCC1C(c1ccc3c(c1)OCO3)N(Cc1cccc(F)c1)CC2 (stereo not drawn)
→ 61	8.4
O=C(C1CCC(Cn2c(=S)[nH]c3ccccc3c2=O)CC1)N1CCN(c2ccccc2)CC1 (stereo not drawn)
→ 45	11
CCN(CC)CCNC(=O)c1cc2c(=O)n(C)c3ccccc3c2n1C
→ -115	104
CCn1nnc(NC(=O)c2sc3ccccc3c2Cl)n1
→ -31	25
COc1ccc(-c2c3c(=O)n(C)c(=O)n(C)c3cn2NC(C)=O)cc1
→ 51	9.6
Cc1occc1C(=O)NC(C)C(C)(C)C (stereo not drawn)
→ 19	15
CC(C)Cn1c(N)c(C(=O)CSc2nc3ccccc3n2C)c(=O)n(C)c1=O
→ 11	27
CCOC(=O)N1CCN(C(=O)c2cnn3ccccc23)CC1
→ -14	55
O=C(CSc1ccc(Cl)cc1Cl)N1CCC(c2nc3ccccc3s2)CC1
→ -18	46
Cn1c(=O)cc(OCC(=O)N2CCC(N3CCCCC3)CC2)c2ccccc21
→ -31	63
Cc1ccc(-c2nc(CN(C)C)cc(CN(C)C)c2O)cc1
→ 42	21
O=C1OCCC1Sc1nnnn1-c1ccccc1 (stereo not drawn)
→ 46	23
O=C1C2C(c3ccccc3)C=CC(c3ccccc3)C2C(=O)N1CCO (stereo not drawn)
→ 16	37
Cc1ccc2nc(SCCC(=O)O)cc(C)c2c1
→ -31	27
CC1C(C#N)=C(N)OC2=C1C(=O)CC(C)(C)C2 (stereo not drawn)
→ 0	18
COc1cccc(C(=O)N(C)c2nnc(-c3ccncc3)s2)c1
→ 35	26
Cc1ccc2c(c1)c1ncnc(N3CCN(c4ccccc4)CC3)c1n2C
→ 39	13
CCCc1[nH]nc2c1C(C1CCCCC1)C(C#N)=C(N)O2 (stereo not drawn)
→ -15	57
CC(C)C(c1nnnn1Cc1ccccc1)N1CCN(Cc2ccc3c(c2)OCO3)CC1 (stereo not drawn)
→ -15	36
CCOC(=O)C1CCN(Cc2coc3ccc(Cl)cc3c2=O)CC1
→ -15	22

The final 7 entries of the section above come first, to join the parts:
Every second line gives: mHtt clearance	mHtt clearance grain fraction
Cc1ccc2nc(SCCC(=O)O)cc(C)c2c1
→ -31	27
CC1C(C#N)=C(N)OC2=C1C(=O)CC(C)(C)C2 (stereo not drawn)
→ 0	18
COc1cccc(C(=O)N(C)c2nnc(-c3ccncc3)s2)c1
→ 35	26
Cc1ccc2c(c1)c1ncnc(N3CCN(c4ccccc4)CC3)c1n2C
→ 39	13
CCCc1[nH]nc2c1C(C1CCCCC1)C(C#N)=C(N)O2 (stereo not drawn)
→ -15	57
CC(C)C(c1nnnn1Cc1ccccc1)N1CCN(Cc2ccc3c(c2)OCO3)CC1 (stereo not drawn)
→ -15	36
CCOC(=O)C1CCN(Cc2coc3ccc(Cl)cc3c2=O)CC1
→ -15	22
O=C(Nc1ccon1)c1cnc2sccn2c1=O
→ -60	51
Cc1noc(C)c1S(=O)(=O)N1CCC(Cc2ccccc2)CC1
→ -41	46
CCOC(=O)c1c(CN2CCOCC2)n(C)c2cc(Br)c(O)c(CN(C)C)c12
→ -110	110
CC1SCCN1S(=O)(=O)c1ccc2ccccc2c1 (stereo not drawn)
→ 35	13
Cc1ccc(-c2nnc(COc3cccc(-n4cnnn4)c3)o2)cc1
→ 12	33
COC(=O)c1cccc(NC(=O)CN2CCOCC2)c1
→ 10	33
COc1ccc(C2=NOC(C(=O)NCCCn3ccnc3)C2)cc1 (stereo not drawn)
→ 10	19
CN(CC(=O)NCCc1ccc(Cl)cc1)S(=O)(=O)c1ccc2c(c1)c(=O)n(C)c(=O)n2C
→ -61	76
COc1ccc(C(=O)c2c[nH]c3ccccc23)cc1
→ -38	33
O=C(Oc1ccccc1Cl)c1ccc(-n2cncn2)nc1
→ -78	38
COCCOC(=O)c1[nH]c2c(c1C)C(=O)CC(c1ccc(F)cc1)C2 (stereo not drawn)
→ 30	37
Cc1cccc(N2CCN(Cc3oc(CO)cc(=O)c3O)CC2)c1C
→ 2	20
N#Cc1nc(COc2cccc(Cl)c2)oc1NCc1ccncc1
→ 8	17
CC1Cc2ccccc2N1C(=O)CSc1nnnn1C(C)C (stereo not drawn)
→ 4	38
CCOC(=O)C1CCN(C(=O)c2cc(S(=O)(=O)N3CCOCC3)c(Cl)cc2Cl)CC1
→ 54	14
O=C1c2ccccc2C(=O)N1CC1CCCO1 (stereo not drawn)
→ -21	48
O=C(CCC1CCCCC1)Nc1c[nH]c(=O)[nH]c1=O
→ 20	36
N#CC1=C(N)Oc2cc3c(cc2C1c1ccc(Cl)cc1)OCO3 (stereo not drawn)
→ 43	11
Nc1nc(-c2ccco2)nn1C(=O)c1ccccc1
→ -11	42
COCCN(Cc1ccccc1)P(=O)(O)c1ccccc1OCC(=O)O
→ ?	nt
CN1CCN(C(=O)C2C3C=CC(C3)C2C(=O)O)CC1 (stereo not drawn)
→ 31	14
COc1ccc(OC)c(C2=C[N+](=O)C(C)(C)C(C)(C)N2[O-])c1
→ -9	21
Cc1ccc(-c2nnn(CC(=O)N(Cc3ccccc3)C(C(=O)NC3CCCC3)c3ccncc3)n2)o1 (stereo not drawn)
→ 40	22
CCCC(=O)OCCNC(=O)c1cc2ccccc2oc1=O
→ -21	41
Cc1ccc(SCc2cc(=O)[nH]c(N3CCN(Cc4ccc5c(c4)OCO5)CC3)n2)cc1
→ -19	20
CCOc1ccc(NS(=O)(=O)c2ccc(SC)cc2)cc1
→ -3	21
Cc1ccc2nc(NC(=O)CN3CCOCC3)sc2c1
→ 24	16
CC1CC(C)CN(C(=O)CSc2nnc(CSc3ncccn3)n2C)C1 (stereo not drawn)
→ 34	26
COc1ccc(N2CC(C)Cn3c2nc2c3c(=O)[nH]c(=O)n2C)cc1 (stereo not drawn)
→ -16	23
O=C1c2ccccc2C(=O)N1CCc1nn[nH]n1
→ -65	33
CC(c1ccccc1)N1CNc2c(c(=O)n(C)c(=O)n2C)C1 (stereo not drawn)
→ -5	38
C=CCn1c(=O)c2ccccc2n2c(SCc3cc(=O)n4ccsc4n3)nnc12
→ -42	54
CCSc1ncc(Cl)c(C(=O)N(Cc2ccc(N(C)C)cc2)C2CCS(=O)(=O)C2)n1 (stereo not drawn)
→ 68	6.6
CC(=O)NC(c1ccccc1)c1nc2ccccc2[nH]1 (stereo not drawn)
→ -49	30
O=C(CN(CC1CCCO1)C(=O)CNS(=O)(=O)c1ccc(Cl)cc1)NCCc1ccccc1 (stereo not drawn)
→ 48	20
CCCCCCc1cc2cc(-c3nnc(-c4ccccc4)o3)c(=O)oc2cc1O
→ -2	31
CCN1C(=O)c2cccc3c(S(=O)(=O)NC(Cc4c[nH]c5ccccc45)C(=O)O)ccc1c23 (stereo not drawn)
→ 32	13
COc1ccc(CCNC(=O)C2CCCN(Cc3nc(-c4cccc(Cl)c4)oc3C)C2)cc1OC (stereo not drawn)
→ 14	32
CCOC(=O)COn1c(=O)c(-c2ccc(OC)c(OC)c2)[n+]([O-])c2ccccc21
→ 74*	4.7*
COC(=O)c1ccc(CSc2ncnc3ccccc23)o1
→ -282	190
CCC(C)N(CCNC(=O)CC1Oc2ccc(C)cc2NC1=O)C1CCCCC1 (stereo not drawn)
→ 15	41
CNc1nc(SCc2ccc(C)cc2)nc2c1CCCC2
→ 13	25
CCOC(=O)c1cnc2c(C(=O)OC)cccc2c1NCCN1CCOCC1
→ 7	17
COc1ccc(C2C(C#N)=C(N)N(c3cccnc3)C3=C2C(=O)CCC3)cc1Cn1cc([N+](=O)[O-])cn1 (stereo not drawn)
→ -27	43
COc1ccc(C(=O)CSc2nnc(-c3ccco3)n2C)cc1
→ ?	nt
CCN1CCN(Cc2cccc(Oc3ccc(Cl)cc3)c2)CC1
→ 11	21
COc1ccc(-n2nnc3c(=O)n(Cc4cccc(C)c4)cnc32)cc1
→ -15	45
CCC(C)(C)n1nnnc1C(c1cc2cc(C)cc(C)c2[nH]c1=O)N1CCN(Cc2ccc3c(c2)OCO3)CC1 (stereo not drawn)
→ 54	8.5
COc1ccc(OC)c(N(CC(=O)Nc2cccnc2)S(=O)(=O)c2ccc(C)cc2)c1
→ 36	15
Cc1ccc2cc(C(c3nnnn3C3CCCC3)N(Cc3ccco3)Cc3cccs3)c(=O)[nH]c2c1 (stereo not drawn)
→ -12	22

Sorted by the number under mHtt clearance (lowest first): 3 of the compounds above
Every second line gives: mHtt clearance	mHtt clearance grain fraction
CCCCc1nc(NCC2CCCO2)c(C#N)c2c1COC(C)(C)C2 (stereo not drawn)
→ -28	24
CC(C)Cn1c(N)c(C(=O)CSc2nc3ccccc3n2C)c(=O)n(C)c1=O
→ 11	27
Cc1ccc2c(c1)c1ncnc(N3CCN(c4ccccc4)CC3)c1n2C
→ 39	13

Additional entries.
Every second line gives: mHtt clearance	mHtt clearance grain fraction
CCC(=O)Nc1cccc(C(=O)c2ccccc2)c1
→ -11	19
CSc1nnnn1-c1ccc(C(=O)O)cc1
→ 20	30
O=C(OC(C(=O)NCc1ccc2c(c1)OCO2)c1ccccc1F)c1ccco1 (stereo not drawn)
→ 20	14
CCOc1ccc(NS(=O)(=O)c2ccc3[nH]c(=O)oc3c2)cc1
→ 24	26
